# Compound activity: PubChem BioAssay, The Scripps Research Institute Molecular Screening Center
# TEAD-YAP block: TEAD-YAP interaction inhibition, primary screen, TEAD-YAP interaction inhibitor project, luminescence, HEK-TIYL cells. inhibition, % at 9.12 µM. TEAD-Gal4/YAP UAS-luciferase luminescence. 640,000 tested, 1.4% active; in the data active means inhibition above about 32%;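 further: 0% = median of test compound wells and 100% = reference inhibitor wells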
# MITF inh: MITF inhibitors, primary screen, biochemical, AlphaScreen, human; Microphthalmia-associated transcription factor (Homo sapiens), O75030; AlphaScreen MITF homodimerization, bead proximity signal; inhibition, % at 2.6 µM; 650,000 tested, 0.91% active; in the data active means inhibition above about 50%;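 further: 0% = vehicle wells with protein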
# Target sequence (O75030 whole entry, looked up): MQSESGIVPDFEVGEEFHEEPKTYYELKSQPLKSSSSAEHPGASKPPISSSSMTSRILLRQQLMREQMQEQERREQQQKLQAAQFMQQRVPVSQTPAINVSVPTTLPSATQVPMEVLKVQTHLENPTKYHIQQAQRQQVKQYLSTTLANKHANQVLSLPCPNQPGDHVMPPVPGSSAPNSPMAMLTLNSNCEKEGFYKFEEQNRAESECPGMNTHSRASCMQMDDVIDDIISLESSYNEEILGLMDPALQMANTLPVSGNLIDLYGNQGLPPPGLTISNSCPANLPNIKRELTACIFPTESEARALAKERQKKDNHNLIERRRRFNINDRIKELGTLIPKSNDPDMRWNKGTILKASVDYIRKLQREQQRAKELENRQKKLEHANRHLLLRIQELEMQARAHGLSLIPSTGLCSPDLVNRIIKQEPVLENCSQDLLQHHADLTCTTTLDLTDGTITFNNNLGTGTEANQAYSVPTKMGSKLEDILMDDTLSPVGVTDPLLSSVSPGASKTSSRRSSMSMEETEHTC
# GPR151 activ: activators of human GPR151, primary screen, cell-based, PathHunter beta-arrestin, luminescence | G-protein coupled receptor 151 (Homo sapiens), Q8TDV0 | PathHunter beta-arrestin GPR151 cells | activation, % at 11.2 µM | 650,000 tested, 1% active | AID 1508602, 2020; in the data active means activation above about 4.9%;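 further: 0% = median of compound wells and 100% = cells with positive control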
# Target sequence (Q8TDV0 whole entry, looked up): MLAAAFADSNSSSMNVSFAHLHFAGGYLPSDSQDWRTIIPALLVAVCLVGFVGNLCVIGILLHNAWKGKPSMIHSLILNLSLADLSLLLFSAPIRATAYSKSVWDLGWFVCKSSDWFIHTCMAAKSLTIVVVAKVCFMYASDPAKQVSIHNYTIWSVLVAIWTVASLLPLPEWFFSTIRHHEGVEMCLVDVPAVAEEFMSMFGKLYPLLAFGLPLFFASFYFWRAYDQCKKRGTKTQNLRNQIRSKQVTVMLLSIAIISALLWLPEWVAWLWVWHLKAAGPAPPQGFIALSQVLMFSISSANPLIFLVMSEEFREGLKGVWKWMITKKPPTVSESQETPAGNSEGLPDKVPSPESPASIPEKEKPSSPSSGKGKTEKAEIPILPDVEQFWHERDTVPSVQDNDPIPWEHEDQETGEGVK
# FBW7 act: FBW7 E3 ligase activators, primary screen, biochemical, AlphaScreen, human | normalized activity (activation), % at 26.1 µM | F-box/WD repeat-containing protein 7 (Homo sapiens), Q969H0 | AlphaScreen FBW7–phospho-cyclin E peptide binding, activator screen | AID 1259310, 2017 | 650,000 tested, 0.13% active; in the data active means normalized activity above about 1.9%;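 further: purified mutant Fbw7 with reduced substrate affinity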
# * marks the source's active call; other numbers are inactive results; & = joins results of further samples. Not a hit list (roughly 3.4% active in at least one column).
SMILES	TEAD-YAP block	MITF inh	GPR151 activ	FBW7 act
CC(C)(C)NC(=O)c1ccc2ccccc2n1	-4	8	1.1	0.0
COCCn1c(=NC(=O)c2cccc(OC)c2OC)sc2ccccc21	-18	14	-1.0	0.5
Cc1c(Cl)cccc1N1CC(C(=O)O)CC1=O (stereo not given)	3	-10	0.6	-0.2
Cc1cccc(NC(=O)c2sc3nc4c(c(-c5ccco5)c3c2N)CCCC4)c1	6	-32	0.1	0.9
O=C(Nc1ccccc1)c1cccc(S(=O)(=O)NCc2ccco2)c1	4	3	0.0	-0.1
O=C(c1cccc(NS(=O)(=O)c2ccc(Cl)cc2)c1)N1CCCC1	-10	15	-1.7	-0.1
Cn1ccnc1SCc1cc(=O)c(OC(=O)c2ccc(Br)cc2)co1	6	-6	2.7	0.1
COc1ccc(C2c3c(oc4ccccc4c3=O)C(=O)N2c2nnc(C)s2)cc1OC (stereo not given)	2	9	-0.1	0.0
CC(C)c1nnc(NC(=O)c2ccc(C(=O)c3ccccc3)cc2)s1	0	-7	-0.5	0.1
Cc1cc(C(=O)Nc2cccnc2Cl)n(-c2ccccc2)n1	-11	12	1.2	-0.1
Cc1cn2c3c(=O)n(C)c(=O)n(C)c3nc2n1Cc1cccc(Cl)c1	8	-5	0.6	-0.3
CCOC(=O)c1c(NC(C)=O)sc(C(C)=O)c1C	1	-4	-0.7	-0.1
Cc1onc(-c2ccccc2Cl)c1C(=O)N1CC(C)CC(C)C1 (stereo not given)	3	13	0.7	0.1
Cc1cccc(CS(=O)(=O)CC2Nc3ccc(C(=O)NCC4CCCO4)cc3NC2=O)c1 (stereo not given)	7	-13	-0.9	-0.2
Cc1nn(C(=O)c2cccc([N+](=O)[O-])c2)c(C)c1Br	0	0	1.3	-0.1
CCN1CCCC1CNC(=O)CC1Oc2ccccc2NC1=O (stereo not given)	10	10	0.7	0.3
O=C1c2ccc([N+](=O)[O-])cc2C(=O)N1Cc1ccco1	3	12	0.8	0.6
O=C(Nc1cc(Oc2ccc(F)cc2)cc([N+](=O)[O-])c1)c1nn2c(c1Cl)NC(c1ccccc1)CC2C(F)(F)F (stereo not given)	-7	6	-0.8	-0.1
COc1ccc(C(=O)COC(=O)CCC(=O)Nc2ccc(C(C)=O)cc2)cc1	-16	22	2.0	0.6
NC(=O)CSc1nnc(NC(=O)c2ccc(S(=O)(=O)N3CCOCC3)cc2)s1	0	10	0.4	0.2
COc1ccc(C2CC(C(F)(F)F)n3nc(C(=O)Nc4cccc(Cl)c4Cl)cc3N2)cc1 (stereo not given)	-4	1	0.5	-0.1
CCOC(=O)c1[nH]c(C)c(/C(C)=N\O)c1C	3	5	-0.5	0.0
O=C(Nc1nonc1NC(=O)c1ccccc1)c1ccccc1	15	-4	-0.9	0.1
Cn1c(CN2CCN(Cc3ccccc3)CC2)nc(=O)c2ccccc21	-4	71*	-1.2	0.0
CSc1nc(N)nc(SCC(=O)Nc2ccccc2[N+](=O)[O-])c1C#N	-45	-6	-0.1	0.0
O=C(CC1C(=O)NCCN1C1Cc2ccccc2C1)NCCCc1ccccc1 (stereo not given)	-1	1	-1.3	-0.2
CCOC(=O)CN1C(=O)C(O)(CC(=O)c2ccc(N)cc2)c2ccccc21 (stereo not given)	-24	2	-0.5	-0.1
CCC(CC)NC(=O)COC(=O)c1ccc(C#N)cc1	-1	5	-1.1	-0.1
Cc1ccc(OCCCC(=O)Nc2ccc(N3CCOCC3)cc2)c(C)c1	0	14	-1.2	0.1
Cc1ccc(-n2nc(C)c3c(=O)oc(C)cc32)cc1	11	1	-0.4	0.2
CC(=O)N1CCc2cccc(NCc3ccc(C(F)(F)F)nc3)c21	-7	-4	-0.3	-0.1
CON(C)C(=O)CN1CCC2(CC1)NC(=O)c1ccccc1O2	0	-9	0.4	0.1
CCSc1nc2c(c(=O)[nH]1)C(c1cccnc1)C(C(=O)OC(C)C)=C(C)N2 (stereo not given)	4	11	-0.8	-0.1
Cc1ccc(-c2nn(-c3ccccc3)cc2/C=C/C(=O)OCC(N)=O)o1	3	8	-0.1	-0.1
CC(=O)c1ccc(N(C(C)=O)c2nc(-c3cc4cc(Cl)ccc4oc3=O)cs2)cc1	4	3	-1.4	0.0
O=C(O)c1ccc2c3c(cccc13)C(=O)N(c1cccc(O)c1)C2=O	-6	4	-0.2	-0.1
FC(F)(F)c1ccc(Cn2cnc3c(NCc4cccnc4)nc(NCc4cccnc4)nc32)cc1	-7	14	-1.3	-0.1
CCCNc1ncnc2nc(-c3c(C)noc3C)[nH]c12	-9	10	1.9	0.3
NS(=O)(=O)c1ccc(NC(=O)COc2ccc3ccccc3c2)cc1	1	9	0.2	0.0
O=C(c1cnc(N2CCCC2)nc1)N1CCCC1	5	-1	1.5	0.0
Cc1ccc(C)c(OCc2cc(C(=O)N3CC[C@H](O)C3)no2)c1	-56	12	1.4	0.0
CN1CCC(OC(=O)c2cccc(Cl)c2)CC1	6	-8	-1.2	0.0
C=CCNC(=O)c1cc(OC)c(OC)c(OC)c1	1	14	-1.0	0.7
Cc1ccc(CCNC(=O)C2CCC(=O)N2C(C)C)cc1 (stereo not given)	-7	0	0.2	0.0
O=C1NC(=Nc2cccc(Cl)c2Cl)S/C1=C\c1cccc([N+](=O)[O-])c1	-5	12	-0.1	-0.2
COc1ccc(C2=NC(=O)/C(=C\c3cccc(F)c3)O2)cc1	1	18	-0.7	0.8
Cc1oc(-c2cccc(Cl)c2)[n+]([O-])c1C	3	0	-1.3	1.1
CCC(=O)Nc1cccc(C(=O)N/N=C/c2cccc(OC)c2O)c1	21	34	1.6	-0.2
NC[C@@H]1O[C@H](O[C@@H]2[C@@H](CO)OC(O[C@@H]3[C@@H](O)[C@H](N)C[C@H](N)[C@H]3O[C@H]3O[C@H](CO)[C@@H](O)[C@H](O)[C@H]3N)[C@@H]2O)[C@H](N)[C@@H](O)[C@@H]1O (stereo not given in full)	-2&5	-1&-12	2.6&3.4	0.0&0.0
COc1ccc(NC(=O)c2cc3n(n2)C(C(F)(F)F)CC(c2ccc(OC)cc2)N3)cc1 (stereo not given)	2	7	1.8	-0.1

# Following part.
SMILES	TEAD-YAP block	MITF inh	GPR151 activ	FBW7 act
N#Cc1c(Nc2ccccc2)sc(C(=O)c2cccs2)c1N	21	-6	0.8	-0.2
Cc1cccn2c(CNC3CCCc4ccccc43)c(C(=O)N3CCOCC3)nc12 (stereo not given)	-7	-4	-0.8	0.0
O=C(CN1C(=O)c2ccccc2C1=O)Nc1cccnc1	2	0	0.0	-0.4
Cc1cccc(N2C(=O)c3ccc(N)cc3C2=O)c1C	13	7	-0.3	0.4
Nc1cc(N)nc(SCC(=O)Nc2ccc(S(=O)(=O)N3CCCC3)cc2)n1	10	0	0.3	0.1
CCOc1ccc(C(N)CC(=O)O)cc1 (stereo not given)	3	-6	-1.0	0.0
CCN(CC)S(=O)(=O)c1c(C)nn(C(=O)COc2ccc(C)cc2C)c1C	-16	5	0.6	0.0
C[C@H]1C(=O)N2CCN(C(=O)c3cccc(F)c3F)C[C@@H]2C(=O)N1C	-4	5	-0.5	0.1
Cc1ccc(CNC(=O)C2C3C=CC4(CN(Cc5cccs5)C(=O)C24)O3)cc1 (stereo not given)	2	-5	-1.2	0.6
Cc1ccc(S(=O)(=O)N2CCn3cccc3C2c2ccc(F)cc2)cc1 (stereo not given)	-4	3	-0.1	-0.4
COc1cccc(-c2cccc(NC(=O)C3CCN(CC(C)(C)CO)CC3)c2)c1	0	-5	-1.9	-0.2
COc1ccc(N2OC3C(=O)N(c4ccc([N+](=O)[O-])cc4)C(=O)C3C2c2ccccc2)cc1 (stereo not given)	-7	1	-2.6	0.0
COc1cccc(S(=O)(=O)N(CC2CC2)C2CCN(CCc3cccs3)CC2)c1	6	-5	-1.6	0.6
COCCCNC(=O)CC1C(=O)NCCN1Cc1ccc(OC)cc1F (stereo not given)	0	11	-0.5	0.1
O=C(CCCn1c(SCC(=O)Nc2cccc(C(F)(F)F)c2)nc2ccccc2c1=O)NCc1ccccc1	-6	2	-0.6	-0.1
Cn1c(NN)nc2c(c1=O)C1(CCCC1)Cc1ccccc1-2	8	4	0.2	-0.3
CC(NC(=O)C12CC3CC(CC(C3)C1)C2)C(=O)NC(C)(C)C (stereo not given)	5	6	0.9	0.0
NC(=S)Nc1ccc(OCc2ccccc2)cc1	-1	4	0.1	0.3
CCOC(=O)N/N=C/c1ccc(OC)c(OCc2ccccc2)c1	11	19	1.3	0.2
COc1ccc(Cl)cc1-n1c(=S)sc2c(=O)[nH]c(SCC(=O)Nc3cc(C)on3)nc21	-2	20	0.4	0.1
Cc1noc(C)c1CN(C(=S)NCCN1CCOCC1)c1ccccc1	-9	47	0.4	0.1
CCOC(=O)N1CCC(Nc2c(NC(C)CC)c(=O)c2=O)CC1 (stereo not given)	-3	-20	8.8*	-0.2
COc1ccc(/C(O)=C2/C(=O)C(=O)N(C)C2c2ccc(Cl)cc2)cc1 (stereo not given)	2	4	3.3	0.6
COc1cc(C2NC(C(=O)O)Cc3c2[nH]c2ccccc32)ccc1O (stereo not given)	-3	0	2.8	-0.1
Cc1nn(C)c(C)c1NC(=O)Nc1ccc(Cl)c(Cl)c1	1	11	-0.2	0.0

# Rewritten as labelled records: 2 of the compounds above.
> CCN1CCCC1CNC(=O)CC1Oc2ccccc2NC1=O (stereo not given)
  TEAD-YAP block = 10 | MITF inh = 10 | GPR151 activ = 0.7 | FBW7 act = 0.3

> O=C1c2ccc([N+](=O)[O-])cc2C(=O)N1Cc1ccco1
  TEAD-YAP block = 3 | MITF inh = 12 | GPR151 activ = 0.8 | FBW7 act = 0.6

# Carrying on.
SMILES	TEAD-YAP block	MITF inh	GPR151 activ	FBW7 act
CC1CCC(=C(C#N)C(=O)NCc2ccccc2)CC1 (stereo not given)	2	11	-0.5	0.0
CCCCN(C)Cc1ccc(OC)c(OC)c1	2	0	1.7	0.0
O=C(Cc1ccc(F)cc1)N1CCCC1c1nc2ccccc2[nH]1 (stereo not given)	5	-10	0.2	-0.1
COc1ccc(/C=c2\sc3n(c2=O)CN(c2ccc4c(c2)OCO4)CN=3)cc1OC	-10	8	1.6	0.0
C/C(CC(=O)Nc1ccccn1)=N\NC(=O)c1ccc(C)cc1	-27	1	-0.2	-1.0
CCCCOC(=O)c1cccc(NC(=O)C(C)(C)C)c1	-4	0	0.8	-0.2
CCOC(=O)c1c(C)oc2cc(Br)c(O)c(Br)c12	2	6	-0.4	0.0
O=C(O)c1cc(S(=O)(=O)Nc2ccccc2Cl)ccc1O	-4	1	-0.4	0.1
Cc1c(NC(=O)CN(c2cccc(F)c2)S(C)(=O)=O)c(=O)n(-c2ccccc2)n1C	5	6	0.0	-0.1
CCC(=O)NC(=S)N1CCN(c2ccc([N+](=O)[O-])cc2Cl)CC1	-1	1	2.7	-0.1
Cc1ccc(C(=O)N/C(=C\c2cccs2)C(=O)NCCc2ccccc2F)cc1C	6	-3	0.1	-0.2
CC(=O)Nc1ccc(Nc2ccnc(Nc3ccc(-n4ccnc4)cc3)n2)cc1	14	13	3.0	-0.1
COc1ccc(CC(=O)Nc2ccc3c(c2)OCCO3)cc1OC	1	11	0.0	0.3
O=C(NCc1ccccn1)Nc1cccc(C(F)(F)F)c1	2	13	0.4	0.1
O=C(c1cc2ccccn2n1)N1CCN(c2ccccc2)CC1	1	3	0.8	-0.3
Cc1ncn(-c2ccc(Nc3cc(-c4nocc4C)ccn3)cc2)n1	-64	21	-1.2	0.3
CCN(CC)C(=O)CSc1n[nH]c(=S)s1	-1	-17	-0.7	-0.2
O=[N+]([O-])c1ccc(N2CCN(S(=O)(=O)c3cccc4nonc34)CC2)cc1	1	-2	0.6	-0.1
Oc1oc(-c2cccc3ccccc23)nc1C=Nc1ccccc1Br	-31	7	-1.2	-0.2
O=C(Nc1ccc(Cl)cc1)c1cc(S(=O)(=O)N2CCCCCC2)ccc1F	-9	0	-0.5	0.0
CC(=O)Nc1sccc1C(=O)NCc1ccco1	10	4	0.2	0.1
COC(=O)c1ccc(NC(=O)N2CCOCC2)cc1	-13	1	2.9	0.7
CCCNc1cc(-c2c(C)nn(C)c2C)nc(N)n1	40*	-7	0.5	-0.2
CN(CCO)c1ncnc2c1cnn2C	0	3	-0.1	0.0

# Four entries from above, field by field.
molecule: Cn1c(NN)nc2c(c1=O)C1(CCCC1)Cc1ccccc1-2
  TEAD-YAP block: 8 | MITF inh: 4 | GPR151 activ: 0.2 | FBW7 act: -0.3
molecule: CC(NC(=O)C12CC3CC(CC(C3)C1)C2)C(=O)NC(C)(C)C (stereo not given)
  TEAD-YAP block: 5 | MITF inh: 6 | GPR151 activ: 0.9 | FBW7 act: 0.0
molecule: NC(=S)Nc1ccc(OCc2ccccc2)cc1
  TEAD-YAP block: -1 | MITF inh: 4 | GPR151 activ: 0.1 | FBW7 act: 0.3
molecule: CCOC(=O)N/N=C/c1ccc(OC)c(OCc2ccccc2)c1
  TEAD-YAP block: 11 | MITF inh: 19 | GPR151 activ: 1.3 | FBW7 act: 0.2
